PNC inhibitor = perinucleolar compartment assembly inhibition; PC3M PTB-GFP, PNC prevalence imaging, 16 h; stronger effect = lower value; activity change (PNC), negative = inhibition, % at 10 µM; 140,000 compounds, 3.1% hits;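 active means readout at or below -70, meaning at least 70% loss of cells showing the perinucleolar compartment, a nuclear body marking cancer cells; inconclusive means readout between -30 and a set limit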;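 further: plate controls were DMSO wells for no effect and camptothecin positive control wells for full effect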
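Read-out is percentage of cells bearing a perinucleolar compartment, from automated 20x imaging of fixed, Hoechst-stained PC3M PTB-GFP cells. Cells were seeded 4 h, then exposed 16 h to compound (23 nl of library stock) in duplicate plates.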
ALOX15B inhib = 15-hLO-2 (ALOX15B) enzyme inhibition | purified 15hLO-2, xylenol orange hydroperoxide absorbance | Potency, µM (titrated, usually from 57.1 µM), for inactives: at the highest dose activity change, negative = inhibition, hits mostly inhibitors | 110,000 compounds, 0.56% hits; further: potency means the concentration at half of the fitted maximal effect; nearly all actives have a fitted effect of over 60% in size; many of its hits are not listed in these tables
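Purified human 15hLO-2 (50 nM final) preincubated with compounds 15 min at room temperature in 25 mM Hepes pH 7.5, 0.01% Triton X-100, then 45 uM arachidonic acid added for 90 min; hydroperoxide detected via ferrous/xylenol orange, 573/405 nm absorbance ratio.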
ALOX12 inhib = blocks human 12-lipoxygenase activity; P18054; AID 1452; purified 12-hLO, xylenol orange hydroperoxide absorbance; 150,000 compounds, 0.12% hits; Potency, µM (titrated, usually from 57.1 µM), for inactives: top-dose activity change, negative = inhibition, most hits filed as inhibitors; further: potency means the concentration at half of the fitted maximal effect; nearly all actives have a fitted effect of over 55% in size; many of its hits are not listed in these tables
Target sequence (P18054 whole entry, looked up): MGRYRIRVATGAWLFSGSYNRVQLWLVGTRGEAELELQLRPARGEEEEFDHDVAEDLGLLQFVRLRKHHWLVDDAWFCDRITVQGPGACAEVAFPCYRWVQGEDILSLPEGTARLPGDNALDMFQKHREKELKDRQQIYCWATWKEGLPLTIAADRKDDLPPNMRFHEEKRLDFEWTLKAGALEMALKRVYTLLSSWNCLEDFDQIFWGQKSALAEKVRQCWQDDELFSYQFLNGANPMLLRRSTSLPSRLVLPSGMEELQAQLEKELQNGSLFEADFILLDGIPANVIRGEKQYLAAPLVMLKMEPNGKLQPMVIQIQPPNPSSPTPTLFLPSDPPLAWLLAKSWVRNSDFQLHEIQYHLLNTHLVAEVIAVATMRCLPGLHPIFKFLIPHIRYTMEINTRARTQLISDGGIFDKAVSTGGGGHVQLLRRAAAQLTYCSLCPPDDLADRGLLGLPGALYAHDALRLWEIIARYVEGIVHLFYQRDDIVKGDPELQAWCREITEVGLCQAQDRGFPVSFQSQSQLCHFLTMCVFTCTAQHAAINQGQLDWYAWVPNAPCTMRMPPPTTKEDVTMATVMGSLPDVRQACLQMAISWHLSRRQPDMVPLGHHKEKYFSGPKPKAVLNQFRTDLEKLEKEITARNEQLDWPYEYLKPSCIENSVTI
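Xylenol orange chromogenic assay: hydroperoxide from 12hLO oxidises Fe(II), giving red-shifted Fe(III)-XO absorbance. Conditions: 150 nM enzyme, 40 uM arachidonic acid, 25 mM Hepes pH 7.0, 0.01% Triton X-100, 30 min, room temperature.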
IMPase cell inh = membrane-permeable compound that blocks inositol monophosphatase | P97697 | CHO-M1 cells, IP1 accumulation, HTRF TR-FRET ratio | inhibition (IP1 accumulation), % at 46.1 µM | 120,000 tested, under 10 active; active means well fitted curve in the direction sought with a large enough effect in the signal ratio, not every such curve was filed as active; inconclusive means small, poorly fitted or top-dose-only effect, or a change in a side signal; inactive means no such curve, though single readings can be large or run the other way; the % refers to the signal ratio;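 further: cells stimulated with carbachol in lithium chloride buffer; plate controls were DMSO basal wells for no effect and reference inhibitor wells for full effect; higher means more IMPase inhibition seen as more IP1 and lower FRET ratio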
Target sequence (P97697 whole entry, looked up): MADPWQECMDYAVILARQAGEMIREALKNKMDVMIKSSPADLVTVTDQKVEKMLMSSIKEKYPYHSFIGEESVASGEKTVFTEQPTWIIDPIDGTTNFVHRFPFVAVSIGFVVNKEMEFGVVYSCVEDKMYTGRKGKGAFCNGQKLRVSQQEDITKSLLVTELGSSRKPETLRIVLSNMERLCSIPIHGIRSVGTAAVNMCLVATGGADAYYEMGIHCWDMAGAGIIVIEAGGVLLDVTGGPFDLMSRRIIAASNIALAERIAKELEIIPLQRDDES
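Cellular IMPase inhibition is scored as a rise in cytosolic IP1, detected by competitive TR-FRET between d2-labelled IP1 and a europium anti-IP1 antibody. M1-expressing CHO cells were stimulated with carbachol for 30 min at 37C, with lithium (50 mM LiCl) present in the buffer.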
Starred values were filed as active, the others as inactive; ? = inconclusive; . = no result given; & = joins results of further samples; [ ] = another dose, or the depositor's remark. Unless noted, the call rests on the fitted dose curve; in most records, active means well fitted curve in the direction sought with a large enough effect; inconclusive means small, poorly fitted or top-dose-only effect, or another doubt; inactive means no such curve, though single readings can be large; an effect the other way counts as inactive or inconclusive. Unless noted, on the % scale 0 is the no-effect control and ±100 the full control effect. The list is partial; the hit share may differ from the screen's.

The line under a structure holds: PNC inhibitor, ALOX15B inhib, ALOX12 inhib, IMPase cell inh
1. C[C@H]1CC[C@H]2C(=O)N3[C@H](c4ccccc4Br)[C@@H](C)CC[C@H]3C(=O)N2[C@@H]1c1ccccc1Br
  17, ., -6%, .
2. CCOc1cc(C(=O)OCC(=O)Nc2cccc(C)c2)ccc1OCC(=O)N1CCOCC1
  -6, ., 4%, -4
3. CC(=O)Nc1ccc(Cl)c(C(N)=O)c1
  20, -4%, -2%, 8
4. CC(C)CNC(=O)c1cccc(NC(=O)c2ccc(NC(=O)c3ccco3)cc2)c1
  49, -28%, 0%, 10
5. COc1cccc(-n2nnnc2SCC(=O)c2ccc(NC(C)=O)cc2)c1
  ?, -7%, -4%, -3
6. COc1ccc(CN(C(=O)c2nsc(Cl)c2Cl)C(C(=O)NC2CCCC2)c2ccc(C)cc2)cc1 (stereo not given)
  3, ., -5%, .
7. Cc1noc(C)c1S(=O)(=O)N(CC(=O)N1CCc2ccccc21)c1ccc(C(C)C)cc1
  -12, -3%, 3%, 2
8. CCN(CC)CC(=O)N1c2ccccc2Sc2ccc(Cl)cc21
  -100*, ., 10%, 13
9. COc1ccc(Br)cc1S(=O)(=O)N(CC(=O)N1CCOCC1)c1ccccc1
  ?, -7%, -2%, -7
10. CCCCCCCCCCCCCCC/C=C\[C@H](O)[C@@H](NC(=O)CCCCCCCCCCCCC)OC (tested in a mixture with another compound)
  ., -17%, -11%, -3
11. CCCOc1cccc(C(=O)O)c1
  ?, 8%, 2%, 11
12. Cn1c(=N)c(S(=O)(=O)c2ccccc2)cc2c(=O)n3ccccc3nc21
  -8, -13%, -4%, 3
13. COc1ccc(C2C3=C(CC(C)(C)CC3=O)Nc3c2c(=O)[nH]c2nc(C)nn32)cc1 (stereo not given)
  ?, -6%, -3%, 13
14. COc1ccccc1N1CCN(CCCCNS(=O)(=O)c2cccc3c(N(C)C)cccc23)CC1
  ., 30%[activator], -7%, -7
15. CO[C@]12C(COC(N)=O)C3=C(C(=O)C(C)=C(N)C3=O)N1CC1NC12 (stereo not given in full)
  ., -1%, 0%, .
16. COC(=O)c1onc(C(=O)c2ccccc2)c1C(=O)OC
  16, -6%, 5%, 10
17. COc1ccc(NC(=O)N(Cc2cccs2)Cc2cc3cc4c(cc3[nH]c2=O)OCO4)cc1
  -8, ., -1%, .
18. CCC(C)(C)n1nnnc1C(c1ccc2ncccc2c1)N1CCN(Cc2ccc3c(c2)OCO3)CC1 (stereo not given)
  ?, 27%, -3%, 5
19. CCOc1ccc(NC(=O)CSC2=C(C#N)C(c3ccc4c(c3)OCO4)CC(=O)N2)cc1 (stereo not given)
  5, 5%, 0%, -2
20. O=S(=O)(Nc1ccc(-c2csc(-c3ccccc3)n2)cc1)c1ccc(F)cc1
  -13, 10%, 3%, -4
21. CC(C)(N)CO[C@H]1C[C@H]2CC[C@@]1(C)C2(C)C
  ., -5%[11.4 µM], -1%[11.4 µM], .
22. N#CCC1c2ccccc2CCN1C(=O)Nc1cccc(C(F)(F)F)c1 (stereo not given)
  87, -6%, -8%, 5
23. CC(C)(C)NS(=O)(=O)c1ccc(CCC(=O)NCc2ccc3c(c2)OCO3)cc1
  278, ., -4%, 9
24. CC(=C\C(=O)O)/C(=C/c1ccccc1)C(=O)O
  -16, -8%, 7%, -8
25. COc1cc(NC(=S)Nc2cccnc2)cc(OC)c1OC
  18, -1%, -4%, -3
26. CCOC(=O)CN1NC2(CCCC(C)C2)NC1=S (stereo not given)
  57, -27%, -23%, 2
27. COc1ccc(-c2nnc(SCC(=O)NC(C)C)n2CC2CCCO2)cc1OC (stereo not given)
  ?, -3%, 6%, 7
28. COCCn1c(=O)c(-c2ccccc2)nc2cnc(OCc3ccccc3)nc21
  ., 4%, -5%, .
29. CC(=O)Nc1ccc(Nc2ncc([N+](=O)[O-])c(Nc3ccc(NC(C)=O)cc3)n2)cc1
  15, -27%, -2%, 5
30. O=S(=O)(N1CCOCC1)n1c(Cc2ccccc2)nc2ccccc21
  13, 12%, 2%, -9
31. COc1cc(-n2c(C)nc3cc(C(=O)NCCN4CCOCC4)ccc32)cc(OC)c1OC
  15, 13%, 0%, 5
32. COc1ccc(Cl)cc1NC(=S)NCc1ccc(S(N)(=O)=O)cc1
  33, ., -3%, .
33. O=C(Nc1ncc(Cc2ccc(Cl)cc2Cl)s1)c1ccc([N+](=O)[O-])cc1
  -13, ., -5%, .
34. Cc1ccc(S(=O)(=O)N(C)C)cc1NC(=S)NC(=O)C12CC3CC(CC(C3)C1)C2
  ?, ., 5%, .
35. CC(C)C(C)NC(=O)COc1ncnc2ccccc12 (stereo not given)
  23, 1%, 0%, -11
36. CC(NC(=O)C(=O)NN=C1CCCCCCCCCCC1)c1ccccc1 (stereo not given)
  -29, -11%, 3%, 7
37. N#C/C(=C\c1c(Cl)cccc1Cl)c1nc2ccccc2o1
  -8, ., -5%, 2
38. CC1(C)S[C@@H]2[C@H](NC(=O)[C@@H](N)c3ccccc3)C(=O)N2[C@H]1C(=O)O[C@H]1OC(=O)c2ccccc21
  ., 7%[25.6 µM], 1%[25.6 µM], 2[20.6 µM]
39. COc1ccccc1NC(=S)N1CCN(Cc2ccccc2)CC1
  12, ., -4%, .
40. CCCCSc1nc(C)c(CC(=O)O)c(=O)[nH]1
  ?, 10%, -4%, -4
41. COC(=O)c1cnn2c(C(F)(F)F)cc(-c3ccco3)nc12
  48, 8%[2.29 µM], -6%, -3
42. N/C(=N\OC(=O)COc1ccccc1)c1cccnc1
  -2, 12%, 4%, 2
43. Cc1cc(NC(=O)CCC(=O)N(Cc2cccs2)C(C(=O)NC2CCCC2)c2ccccc2)no1 (stereo not given)
  ?, ., 3%, 12
44. CCOC(=O)c1cnc2c(cnn2CC)c1NN=C(C)C
  ., 5%&-9%, -4%&-2%, 8&1
45. O=C(CN1C(=O)COc2ccccc21)NCCC1=CCCCC1
  44, 3%, -7%, 6
46. Cc1sc2c(=O)n3c(nc2c1C(=O)NC1CCCCC1)CCCCC3
  27, -5%, -6%, 11
47. Cc1ccccc1Nc1nnc(SCc2cc([N+](=O)[O-])cc3c2OCOC3)s1
  33, -12%, -6%, 12
48. Cc1cccc(C(=O)OCC(=O)Nc2sc3c(c2C#N)CCC3)c1
  6, ., -1%, .
49. c1ccc(-c2nc(N3CCN(c4ccccc4)CC3)nc(-n3ccnc3)n2)cc1
  14, 59%[activator], 0%, 3
50. CCCCOc1ccc(C(=O)NN2CCN(C)CC2)cc1
  15, ., 1%, .
51. COc1cc(-c2nnc(SCC(=O)N3c4ccccc4Sc4ccccc43)o2)cc(OC)c1OC
  10, ., 6%, 11
52. CC(C)CNc1nc(=S)nc(N(C)C)[nH]1
  ?, ?, -1%, 5
53. O=C1CN(C(=O)CSc2nnc(Nc3ccccc3)s2)c2ccccc2N1
  ?, ., 1%, .
54. CC1(C)N([O-])C(c2cccs2)=C[N+]1=O
  -26, 11%, -8%, 0
55. Cc1cc(=O)oc2cc(OCCCN3C(=O)c4ccccc4C3=O)ccc12
  27, ., -5%, -3
56. CC(C)(C)NC[C@@H](O)COc1ccccc1C1CCCC1
  ., 35%[activator][25.6 µM], -2%[25.6 µM], 0[20.6 µM]
57. COc1ccc(-n2nnnc2SCC(=O)NC(=O)Nc2ccc3c(c2)OCCO3)cc1
  -4, -27%, -1%, -1
58. CC(=O)NCCC(Cc1ccccc1)c1ccco1 (stereo not given)
  -100*, ., -2%, 1
59. Nc1ncnc2c1ncn2C1CC(O)C(CO)O1 (stereo not given)
  ., 1%&-2%, -7%&13%, -3
60. CCOc1ccc(C(=O)Nc2ccncc2)cc1
  2, -3%, 1%, 4

Next compounds
The line under a structure holds: PNC inhibitor, ALOX15B inhib, ALOX12 inhib, IMPase cell inh
61. Cc1ccc(-n2nnnc2SCc2nnc(-c3ccccc3Br)o2)c(C)c1
  -3, -20%, -15%, 8
62. CC(=O)c1cc2c(cc1NC(=O)CN1CCN(c3ccc(F)cc3)CC1)OCO2
  ?, -2%, 1%, 8
63. CCOc1cc(CNc2ccc(N3CCCC3)cc2)cc(Cl)c1OC
  -113*, ., -9%, .
64. CCCCSc1nc(C)cc(C)c1S(=O)(=O)c1ccccc1C
  -13, ., 3%, 3
65. CCn1cc(Br)c(C(=O)N(C)Cc2ccccc2)n1
  -27, -3%, -2%, 11
66. COc1ccc(/C=N/NC(=O)c2ccc(Br)o2)cc1Cn1cc([N+](=O)[O-])cn1
  91, ., 20%, .
67. CCOC(=O)c1c(C(C#N)C#N)cc(C)nc1C
  -22, -3%, 0%, -6
68. CCOCCCNC(=O)c1ccc(Br)cc1
  38, 7%, 0%, 1
69. O=C(NCCN1CCOCC1)C(=O)NCC1OCCN1C(=O)c1ccc(Cl)cc1 (stereo not given)
  -11, ., 1%, .
70. O=C(COC(=O)C(Cc1ccccc1)NC(=O)c1ccccc1)c1ccccc1 (stereo not given)
  -18, ., -3%, .
71. O=C(CCC(=O)N/N=C/c1ccc(Br)s1)NCc1ccccc1
  ?, ., -1%, .
72. O=c1[nH]c(=O)n([C@H]2C[C@H](O)[C@@H](CO)O2)cc1F
  22, -7%, 1%, -5
73. CC(C)CC(C(=O)NCC1CCCO1)N(C(=O)Cn1nnc(-c2ccc(F)cc2)n1)c1ccccc1F (stereo not given)
  13, ., 7%, 1
74. O=C(N/N=C\c1ccc([N+](=O)[O-])o1)c1ccc(O)cc1
  ., -5%[25.6 µM], -5%[25.6 µM], 1[20.6 µM]
75. COc1cc(C(=O)NCc2ccc(-c3nc4ccccc4o3)cc2)cc(OC)c1OC
  -21, -13%, 1%, 4
76. Cc1[nH]c2ccc(Br)cc2c(=O)c1CN1CCCCC1
  8, 1%, -1%, 1
77. Cn1cccc1C1(C(F)(F)F)NCCNC1=O (stereo not given)
  ?, 5%, 0%, 1
78. Cc1ccc(NC(=O)/C(=C/c2cccc(Br)c2)NC(=O)c2ccco2)cc1
  -20, ., -3%, .
79. O=C(O)c1ccccc1NCc1ccncc1
  7, -13%, -5%, 5
80. Cc1ccc2oc(-c3cccc(NC(=O)/C=C/c4cccc([N+](=O)[O-])c4)c3C)nc2c1
  16, ., -1%, .
81. CC(=O)c1cccc(NC(=O)N2CCCC2C(=O)NCc2ccc(F)cc2)c1 (stereo not given)
  -4, -1%, 7%, -10
82. CCOC(=O)C1CCCN(C(=O)c2ccc(C)cc2O)C1 (stereo not given)
  -22, 3%, 18%, 5
83. COc1cc(C(=O)Nc2ccc(S(=O)(=O)N3CCc4ccccc43)cc2)cc(OC)c1OC
  34, 1%, 2%, -4
84. CC(C)OCCCNC(=O)c1cccs1
  3, 4%, 2%, -3
85. CCOc1ccc(C(=O)Nc2cc(C)on2)cc1OCC
  7, 8%, 3%, -16
86. Cc1n[nH]c(=S)c2nn(-c3cccc(Cl)c3)c(C)c12
  -8, -16%, 1%, -15
87. COC(=O)[C@H](CCSC)NC(=O)NCc1ccccn1
  -29, -5%, -2%, 1
88. N#Cc1c(C(F)(F)F)cc(C2CC2)[nH]c1=O
  -25, -2%, 0%, 1
89. O=C(OCN1C(=O)c2ccccc2C1=O)c1cccs1
  20, -2%, -7%, 5

Bioassay records from PubChem BioAssay.
